EPAC1 antag – blocks human EPAC1 exchange factor. O95398. Potency, µM (titrated, usually from 115 µM), without a hit: top-dose activity change, negative = inhibition, usual class: inhibitors. EPAC1 GEF assay, Rap1b-BODIPY-GDP exchange fluorescence. AID 720709. actives 0.14% (n = 360,000);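 further: potency means the concentration at half of the fitted maximal effect; plate controls were vehicle for no effect and positive control for full effect; nearly all actives have a fitted effect of over 50% in size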
Target sequence (O95398 whole entry, looked up): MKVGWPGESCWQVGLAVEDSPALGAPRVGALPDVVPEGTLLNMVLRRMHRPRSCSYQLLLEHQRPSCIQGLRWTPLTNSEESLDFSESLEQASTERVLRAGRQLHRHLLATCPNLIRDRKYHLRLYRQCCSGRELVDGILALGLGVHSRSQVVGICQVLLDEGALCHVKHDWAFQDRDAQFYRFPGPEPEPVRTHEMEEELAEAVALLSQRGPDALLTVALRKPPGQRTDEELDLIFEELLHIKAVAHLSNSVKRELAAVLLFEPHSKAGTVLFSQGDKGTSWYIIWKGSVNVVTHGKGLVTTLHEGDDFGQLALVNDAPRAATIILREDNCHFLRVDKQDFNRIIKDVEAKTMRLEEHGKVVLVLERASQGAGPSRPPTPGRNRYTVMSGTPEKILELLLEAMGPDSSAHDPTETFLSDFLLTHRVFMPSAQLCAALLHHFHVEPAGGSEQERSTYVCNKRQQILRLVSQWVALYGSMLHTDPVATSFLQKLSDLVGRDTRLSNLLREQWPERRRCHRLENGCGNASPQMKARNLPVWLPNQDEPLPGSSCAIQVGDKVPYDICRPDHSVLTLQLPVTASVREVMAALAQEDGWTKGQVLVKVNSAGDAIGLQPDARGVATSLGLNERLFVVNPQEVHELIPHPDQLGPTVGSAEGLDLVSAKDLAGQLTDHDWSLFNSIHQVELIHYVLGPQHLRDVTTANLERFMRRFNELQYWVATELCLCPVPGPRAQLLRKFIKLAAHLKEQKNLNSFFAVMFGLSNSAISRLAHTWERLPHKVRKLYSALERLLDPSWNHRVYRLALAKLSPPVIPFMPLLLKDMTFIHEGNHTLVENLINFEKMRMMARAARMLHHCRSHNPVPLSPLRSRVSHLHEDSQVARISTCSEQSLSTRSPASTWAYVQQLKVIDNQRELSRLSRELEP
FUS suppressor – FUS proteinopathy suppression in yeast. Potency, µM (highest dose often 76.6 µM), for inactives: top-dose growth rescue (activation), actives largely listed as activators. actives 0.24% (n = 390,000). S. cerevisiae FUS-expressing, growth rescue, OD600, 24 h;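 further: potency means the concentration at half of the fitted maximal effect; plate controls were DMSO vehicle for no effect and reference control for full effect; nearly all actives have a fitted effect of over 55% in size; some results filed as inactive show a strong effect at the top dose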
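Toxicity suppression screen in FUS-yeast. Cells induced with 2% galactose, starting OD 0.005, treated 24hr at 30C with compounds at multiple final concentrations; growth by OD600.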
IL-2 act – IL-2 activation; actives 0.065% (n = 360,000); activation, % (series mostly up to about 46 µM); IL-2 activation reporter assay, cell-based qHTS; stimulated with anti-CD3/CD4/CD28 beads; in transgenic mouse T cells; AID 652025; in the data active means activation above about 50%; further: 0% is about no effect
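Using fluorescent plate cytometry, EGFP and DsRed are detected in transgenic mouse T cells stimulated 18 h at 37 degrees C with antibody-coated beads after 60 min compound pretreatment.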
Abeta rescue – A-beta toxicity reversal in yeast. actives 0.063% (n = 410,000). AID 1347071. Potency, µM (doses to about 46.1 µM), for the others: at the top dose growth rescue, usual class: activators. yeast expressing A-beta42, growth rescue, OD600, 48 h; response scale: 0% DMSO, 100% iron-clioquinol control; further: potency means the concentration at half of the fitted maximal effect; nearly all actives have a fitted effect of over 55% in size
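Yeast A-beta toxicity model in growth medium with pinned compounds, 48 h at 30 C; growth read as absorbance at 600 nm. Normalized to FeCl3/clioquinol equimolar mix (positive) and DMSO (negative).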
EPAC1 ag – activates human EPAC1 exchange factor. actives 0.073% (n = 360,000). O95398. EPAC1 agonist qHTS, biochemical assay; response scale: 100% = response to 6.5 mM cAMP. Potency, µM (series often up to 154 µM), for inactives: at the top dose activation, hits mostly activators; further: potency means the concentration at half of the fitted maximal effect; nearly all actives have a fitted effect of over 60% in size
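Normalized to 6.5 mM cAMP, activity reflects EPAC1-catalysed release of BODIPY-GDP from Rap1B, followed kinetically over 30 min at 480 nm excitation, 540 nm emission. Reaction contained 100 nM EPAC1, 250 nM Rap1B-BODIPY-GDP, 50 uM GDP.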
PI5P4Ka inh – PI5P4K alpha (human) kinase inhibition; P48426; PI5P4Kalpha enzyme, ADP-Glo luminescence, 60 min; hits give low values; max response, %; actives 1.2% (n = 330,000); active means max response of -50% or lower; further: value at the top dose of about 77 µM; on the % scale 0 is the no-effect control and ±100 the full control effect
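Reactions run in 0.038 M HEPES pH 7.4, 0.28 mM EGTA, 0.1% CHAPS and 5% DMSO, with PI5P4Kalpha, substrate, compound and 5 microM ATP final, one hour at room temperature. Readout is ADP-Glo luminescence.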
aSyn rescue – rescues yeast growth from alpha-synuclein toxicity. Yeast expressing alpha-synuclein, growth rescue, BacTiter-Glo, 24 h. Potency, µM (titrated, usually from 46.1 µM), inactives show at the top dose growth rescue (activation), most hits filed as activators. actives 0.14% (n = 370,000). AID 652106; further: potency means the concentration at half of the fitted maximal effect; % of control where 0% means no effect; nearly all actives have a fitted effect of over 65% in size
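Screening used galactose-induced yeast with toxic alpha-synuclein levels, exposed to compound for 24 hr at 30 deg C. Cell growth, read with BacTiter-Glo luminescence, gave the measured signal.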
PLK1 PBD inh – blocks phosphopeptide binding to human PLK1 polo-box domain. AID 720504. Plk1 PBD binding of FITC phosphopeptide, fluorescence polarization. P53350. actives 2.8% (n = 360,000). Potency, µM, inactives show max response, negative = inhibition, actives largely listed as inhibitors; further: potency means the concentration at half of the fitted maximal effect; series mostly up to about 57 µM; on the % scale 0 is the no-effect control and ±100 the full control effect; nearly all actives have a fitted effect of over 65% in size
WRN inhibitor – blocks human WRN helicase | Q14191 | WRN helicase unwinding, fluorescent forked duplex, kinetic | Potency, µM (series often up to 114 µM), inactives show at the highest dose activity change, negative = inhibition, actives largely listed as inhibitors | actives 0.46% (n = 360,000); further: potency means the concentration at half of the fitted maximal effect; on the % scale 0 is the no-effect control and ±100 the full control effect; nearly all actives have a fitted effect of over 55% in size
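Kinetic fluorescence helicase assay: unwinding of a quenched forked DNA duplex (100 nM final) with 2 mM ATP final raises red fluorescence (525/598 nm). Compounds sat 15 min at room temperature with 20 nM WRN beforehand.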
An asterisk follows results filed as active; & = joins results of further samples; [ ] = remark or other dose. Unless noted, the call rests on the fitted dose curve; in most records, active means well fitted curve in the direction sought with a large enough effect; inconclusive means small, poorly fitted or top-dose-only effect, or another doubt; inactive means no such curve, though single readings can be large; an effect the other way counts as inactive or inconclusive.

For CCC(=O)Oc1ccc2c(C)c(Cl)c(=O)oc2c1 the results were EPAC1 antag -5.4%, FUS suppressor 23.9%, IL-2 act -1.6, Abeta rescue -34.4%[inhibitor], EPAC1 ag -2.4%, PI5P4Ka inh 2.4, aSyn rescue 0.5%, PLK1 PBD inh -6.3% and WRN inhibitor -14.4%.
For COCCNC(=O)COCc1cc(-c2ccc3c(c2)OCO3)on1 the results were EPAC1 antag 9.7%, FUS suppressor 56.1%, IL-2 act -2.9, Abeta rescue -9.8%, EPAC1 ag -2.2%, PI5P4Ka inh -1.1, aSyn rescue 1.9%, PLK1 PBD inh 3.8% and WRN inhibitor -7.3%.
For COc1ccccc1NC(=S)N(CCCN1CCOCC1)Cc1cccs1 the results were EPAC1 antag -2.7%, FUS suppressor 5.2%, IL-2 act -3.7, Abeta rescue -10.7%, EPAC1 ag 2.3%, PI5P4Ka inh 1.1, aSyn rescue 0.2%, PLK1 PBD inh -14.7% and WRN inhibitor -24.0%.
Screening COc1ccc(OCCC(=O)OCC(=O)Nc2ccc(Br)cc2)cc1 returned EPAC1 antag -21.1%, FUS suppressor -22.0%, IL-2 act -1.7, Abeta rescue 0.0%, EPAC1 ag -2.5%, PI5P4Ka inh 5.2, aSyn rescue -5.6%, PLK1 PBD inh -3.7% and WRN inhibitor -10.5%.
For COc1ccc(CC(=O)NCCS(=O)(=O)N2CCN(c3ccc(F)cc3)CC2)cc1OC the results were EPAC1 antag -9.0%, FUS suppressor 0.6%&17.2%, IL-2 act -2.9, Abeta rescue -6.8%&-8.6%, EPAC1 ag 17.8%, PI5P4Ka inh 7.7, aSyn rescue 2.1%, PLK1 PBD inh -6.2% and WRN inhibitor -7.0%.
For CN(C)c1nc(C#N)nc(N(C)C)n1 the results were EPAC1 antag -11.8%, FUS suppressor 0.4%, IL-2 act -2.1, Abeta rescue 7.6%, EPAC1 ag 5.0%, PI5P4Ka inh -1.7, aSyn rescue 7.4%&5.4%, PLK1 PBD inh -3.9% and WRN inhibitor -3.9%[57.1 µM].
Cc1cc(Cl)ccc1Oc1ncc(CN2CCN(c3ccccc3)CC2)s1 was read as EPAC1 antag 1.1%, FUS suppressor 22.7%, IL-2 act 1.7, Abeta rescue 13.7%, EPAC1 ag 0.0%, PI5P4Ka inh -6.1, aSyn rescue 0.0%, PLK1 PBD inh -5.2% and WRN inhibitor -1.9%.
Screening CCCOc1ccc(C(C(=O)OCCN(CC)CC)c2ccccc2)cc1 (configuration not stated) returned EPAC1 antag -17.8%, FUS suppressor 2.9%, IL-2 act -2.5, Abeta rescue 16.5%, EPAC1 ag -8.2%, PI5P4Ka inh -3.5, aSyn rescue 16.9%, PLK1 PBD inh -11.4% and WRN inhibitor 0.6%.
Screening O=C(NNC(=O)c1ccccc1Cl)c1cccs1 returned EPAC1 antag 0.1%, FUS suppressor 11.8%, IL-2 act 2.4, Abeta rescue 22.7%, EPAC1 ag -4.5%, PI5P4Ka inh 1.0, aSyn rescue -3.3%, PLK1 PBD inh 0.1% and WRN inhibitor 0.0%.
CCOC(=O)c1ccc(N/C=C/C(=O)c2ccccc2)cc1 was read as EPAC1 antag -18.1%, FUS suppressor -6.5%, IL-2 act -0.5, Abeta rescue -3.5%, EPAC1 ag 13.3%, PI5P4Ka inh 0.2, aSyn rescue 2.2%, PLK1 PBD inh -10.5% and WRN inhibitor -2.3%.
COc1ccc(N2CCN(c3nc(NCCc4ccc(OC)c(OC)c4)nc(OC)n3)CC2)cc1 was read as EPAC1 antag -15.8%, FUS suppressor 25.4%, IL-2 act -3.5, Abeta rescue 5.2%, EPAC1 ag 14.6%, aSyn rescue 3.3%, PLK1 PBD inh -4.7% and WRN inhibitor -12.1%.
O=C1C=C(O)CC(c2ccc(Cl)c(Cl)c2)C1 (configuration not stated) was read as EPAC1 antag 1.5%, FUS suppressor 17.4%, IL-2 act -0.4, Abeta rescue 15.4%, EPAC1 ag -2.3%, PI5P4Ka inh 5.6, aSyn rescue 12.3%, PLK1 PBD inh -6.3% and WRN inhibitor -15.6%.
For COc1cccc(CNC(=O)CCC2CCCN(C(=O)c3cc(C)[nH]n3)C2)c1 (configuration not stated) the results were EPAC1 antag 2.3%, FUS suppressor 1.7%, IL-2 act 0.6, Abeta rescue -14.8%, EPAC1 ag -5.4%, PI5P4Ka inh 2.7, aSyn rescue 0.9%, PLK1 PBD inh -3.0% and WRN inhibitor 3.1%.
`OC(Cc1ccccc1Br)c1ncc(-c2cccc(C(F)(F)F)c2)[nH]1` (configuration not stated) gave EPAC1 antag -19.9%, FUS suppressor -25.7%, IL-2 act -0.8, Abeta rescue 6.5%, EPAC1 ag -8.0%, PI5P4Ka inh 24.5, aSyn rescue 0.5%, PLK1 PBD inh 5.3% and WRN inhibitor -2.5%.
For O=C(CSC(=S)N1CCCCC1)Nc1nc(-c2ccccc2)c(-c2ccccc2)o1 the results were EPAC1 antag -1.1%, FUS suppressor 12.3%, IL-2 act -2.7, Abeta rescue 2.0%, EPAC1 ag 6.1%, aSyn rescue -12.1%, PLK1 PBD inh -1.1% and WRN inhibitor -9.7%.
COc1ccc(CCN(C(=O)Cn2nnc3ccccc32)C(C(=O)NCC2CCCO2)c2ccncc2)cc1OC (configuration not stated) was read as EPAC1 antag -15.3%, FUS suppressor 2.3%, IL-2 act 3.0, Abeta rescue -3.6%, EPAC1 ag -3.8%, PI5P4Ka inh -0.6, aSyn rescue -2.0%, PLK1 PBD inh -0.1% and WRN inhibitor 6.8%.
`CC1CCN(CCCNC(=O)c2ccc3c(=O)n(CCc4ccccc4)c(=O)[nH]c3c2)CC1` gave EPAC1 antag 11.9%, FUS suppressor 16.5%, IL-2 act -2.6, Abeta rescue 5.3%, EPAC1 ag 2.4%, PI5P4Ka inh -23.5, aSyn rescue -0.6%, PLK1 PBD inh -1.4% and WRN inhibitor 3.8%.
For CC(=O)Nc1ccc(-c2ccnc3c2CC(C(=O)Nc2cccc(C(F)(F)F)c2)O3)cc1 (configuration not stated) the results were EPAC1 antag -26.6%, FUS suppressor 44.7%, IL-2 act -0.6, Abeta rescue -7.2%, EPAC1 ag -10.6%, PI5P4Ka inh -10.2, aSyn rescue 2.2%, PLK1 PBD inh -9.2% and WRN inhibitor 2.0%[57.1 µM].
`Cc1cc(C)c(NC(=O)COC(=O)/C=C/c2cccs2)c(C)c1` gave EPAC1 antag -12.9%, FUS suppressor 3.5%, IL-2 act 0.4, Abeta rescue -12.9%, EPAC1 ag 11.6%, PI5P4Ka inh 0.7, aSyn rescue -3.4%, PLK1 PBD inh -2.3% and WRN inhibitor 0.2%.
Screening COc1ccccc1C(=O)NCC(=O)NNC(=O)C1COc2ccccc2O1 (configuration not stated) returned EPAC1 antag -1.5%, FUS suppressor -4.9%, IL-2 act -1.4, Abeta rescue 16.4%, EPAC1 ag 5.5%, PI5P4Ka inh -1.1, aSyn rescue 1.6%, PLK1 PBD inh 0.1% and WRN inhibitor -13.0%.
CCOc1ccc(NC(=S)NNC(=O)CC(C)O)cc1 (configuration not stated) was read as EPAC1 antag -13.3%, FUS suppressor 4.6%, IL-2 act 0.1, Abeta rescue -19.0%, EPAC1 ag 13.6%, PI5P4Ka inh 3.9, aSyn rescue -2.4%, PLK1 PBD inh -22.3% and WRN inhibitor -4.3%.
Screening O=C(CSc1ccc(Cl)cc1)N/N=C/c1cccnc1 returned EPAC1 antag -5.7%, FUS suppressor 6.8%, IL-2 act 2.6, Abeta rescue 13.4%, EPAC1 ag 6.5%, PI5P4Ka inh -5.7, aSyn rescue -2.6%, PLK1 PBD inh -16.9% and WRN inhibitor -2.3%.
For Cc1cccc(Nc2cc(=O)n(C)c(=O)n2C)c1 the results were EPAC1 antag 10.2%, FUS suppressor -18.8%, IL-2 act -1.2, Abeta rescue 9.7%, EPAC1 ag -1.2%, PI5P4Ka inh 1.8, aSyn rescue 8.5%, PLK1 PBD inh 4.2% and WRN inhibitor 11.1%.
For Cc1csc(=O)n1CCC(=O)NCc1ccc(F)cc1 the results were EPAC1 antag 8.8%, FUS suppressor -14.8%, IL-2 act 1.0, Abeta rescue -14.1%, EPAC1 ag -11.2%, PI5P4Ka inh -4.6, aSyn rescue -4.7%, PLK1 PBD inh -2.7% and WRN inhibitor 5.6%.
Screening Cn1cc(CNCc2ccccc2OCC(O)CN2CCc3ccccc3C2)cn1 (configuration not stated) returned EPAC1 antag 1.7%, FUS suppressor 16.5%, IL-2 act 6.0, Abeta rescue -25.0%, EPAC1 ag -1.0%, PI5P4Ka inh 7.9, aSyn rescue -2.9%, PLK1 PBD inh -12.7% and WRN inhibitor -9.5%.
COc1ccc(NC(=O)Nc2cc(C)ccc2F)cc1 was read as EPAC1 antag 7.3%, FUS suppressor 2.3%, IL-2 act -2.5, Abeta rescue 4.1%, EPAC1 ag -3.9%, aSyn rescue -7.4%, PLK1 PBD inh 1.2% and WRN inhibitor -8.7%.
For CC(C)OP(=O)(OC(C)C)C(Nc1ccc([N+](=O)[O-])cc1)c1cccc([N+](=O)[O-])c1 (configuration not stated) the results were EPAC1 antag -11.6%, FUS suppressor 24.0%, IL-2 act -0.3, Abeta rescue 19.7%, EPAC1 ag -0.1%, PI5P4Ka inh -6.1, aSyn rescue -1.9%, PLK1 PBD inh -1.1% and WRN inhibitor 4.4%.

Gathered by group, the entries above containing two or more sulfur atoms (two)
For COc1ccccc1NC(=S)N(CCCN1CCOCC1)Cc1cccs1 the results were EPAC1 antag -2.7%, FUS suppressor 5.2%, IL-2 act -3.7, Abeta rescue -10.7%, EPAC1 ag 2.3%, PI5P4Ka inh 1.1, aSyn rescue 0.2%, PLK1 PBD inh -14.7% and WRN inhibitor -24.0%.
For O=C(CSC(=S)N1CCCCC1)Nc1nc(-c2ccccc2)c(-c2ccccc2)o1 the results were EPAC1 antag -1.1%, FUS suppressor 12.3%, IL-2 act -2.7, Abeta rescue 2.0%, EPAC1 ag 6.1%, aSyn rescue -12.1%, PLK1 PBD inh -1.1% and WRN inhibitor -9.7%.
